# From PubChem
# AMA1-RON2 inh = disrupts binding of P. falciparum AMA1 to RON2; 0.2% of 360,000 active; AlphaScreen AMA1-biotinylated RON2 peptide binding; Potency, µM (top dose mostly 58.2 µM), without a hit: top-dose activity change, negative = inhibition, usual class: inhibitors;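 note: potency is the fitted concentration of half-maximal effect; 0% = vehicle wells and -100% = peptide control; nearly all actives have a fitted effect of over 45% in size; some results filed as inactive show a strong effect at the top dose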
#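 AMA1 (3D7) with his tag at 25 nM final met compounds first, then biotinylated RON2 peptide at 25 nM; detection used donor plus acceptor beads, 10 µg/mL apiece, read by AlphaScreen after 30 min at room temperature.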
# Pf growth 48h = P. falciparum growth inhibition at 48 hours (one generation); P. falciparum luciferase growth in erythrocytes, 48 h; Potency, µM (highest dose often 28.7 µM), for the others: top-dose activity change, negative = inhibition, actives largely listed as inhibitors; 5.9% of 310,000 active; note: potency is the fitted concentration of half-maximal effect; % is set by controls: 0 for no effect and ±100 for the full control effect
#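 Luminescence readout; reporter = integrated firefly luciferase in P. falciparum. RBC culture at 2% hematocrit, 0.1% parasitemia final, 37 C/5% CO2; decreased signal taken as growth inhibition.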
# Tb PYK inh = inhibitors of Trypanosoma brucei pyruvate kinase. AID 624173. 0.12% of 410,000 active. Potency, µM (doses to about 76.8 µM), for inactives: at the top dose activity, negative = inhibition, actives largely listed as inhibitors. Q57TT1. TbPYK enzyme, Kinase-Glo Plus ATP luminescence, 45 min; note: potency is the fitted concentration of half-maximal effect; % is set by controls: 0 for no effect and ±100 for the full control effect; nearly all actives have a fitted effect of over 50% in size
#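 In this concentration-response screen, enzyme-free wells defined baseline while DMSO plates tracked drift. Each reaction combined TbPYK, substrate, compound and 130 uM ADP for 45 min at room temperature. Kinase-Glo Plus luminescence gave the signal.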
# Shiga inhibitor = blocks Shiga toxin action in Vero cells; Vero cells, Shiga toxin protein synthesis inhibition reporter; inhibition, % at 38.7 µM; 9.2% of 290,000 active; in the data active = inhibition mostly above about 28%, no sharp cut-off; inactive = mostly below about 43%; note: 0% is about no effect
# Pf growth 96h = P. falciparum growth inhibition at 96 hour, primary screen for plastid delayed-death inhibitors | P. falciparum luciferase reporter growth, 96 h | Potency, µM (highest dose often 28.7 µM), for inactives: at the top dose activity change, negative = inhibition, usual class: inhibitors | 6.9% of 320,000 active | AID 504834; note: potency is the fitted concentration of half-maximal effect; % is set by controls: 0 for no effect and ±100 for the full control effect
#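 Plates of compound plus infected erythrocytes (2% hematocrit, 0.05% parasitemia final) incubate 96 hours, 37 C, 5% CO2. Detection reagent added; reduced luminescence from the parasites' luciferase reporter flags inhibition.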
# Cycloheximide cs = counter-screen for Shiga toxin inhibitors: cycloheximide protein synthesis inhibition; cell reporter, cycloheximide protein synthesis inhibition counterscreen; max response, %; 12% of 300,000 active; AID 2314; in the data active = max response mostly above about 13%, no sharp cut-off; inactive = mostly below about 14%; note: read at 38.3 µM for the half of the compounds with a filed dose; 0% is about no effect
# LmPK inh = blocks Leishmania mexicana pyruvate kinase activity | Potency, µM (highest dose often 57.5 µM), for inactives: top-dose activity change, negative = inhibition, most hits filed as inhibitors | AID 1721 | Q27686 | 0.37% of 290,000 active | purified LmPK, Kinase-Glo ATP luminescence, 1 h; note: potency is the fitted concentration of half-maximal effect; % is set by controls: 0 for no effect and ±100 for the full control effect
# Target sequence (Q27686 whole entry, looked up): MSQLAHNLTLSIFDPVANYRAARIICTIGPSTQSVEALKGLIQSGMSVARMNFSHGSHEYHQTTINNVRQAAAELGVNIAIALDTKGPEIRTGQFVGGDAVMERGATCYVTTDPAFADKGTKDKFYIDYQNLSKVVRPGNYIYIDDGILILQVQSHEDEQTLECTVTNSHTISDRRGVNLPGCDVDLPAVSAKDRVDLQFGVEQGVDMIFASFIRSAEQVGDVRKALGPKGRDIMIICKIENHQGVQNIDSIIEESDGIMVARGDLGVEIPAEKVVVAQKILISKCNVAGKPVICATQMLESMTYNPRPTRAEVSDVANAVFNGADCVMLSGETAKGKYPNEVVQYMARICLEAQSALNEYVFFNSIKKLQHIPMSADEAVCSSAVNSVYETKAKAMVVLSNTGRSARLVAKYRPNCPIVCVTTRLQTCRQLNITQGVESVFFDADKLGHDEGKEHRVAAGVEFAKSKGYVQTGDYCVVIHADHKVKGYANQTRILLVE
#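 0.1 nM LmPK, 0.5 mM PEP, 0.1 mM ADP; 50 mM imidazole pH 7.2, 7 mM MgCl2, 50 mM KCl; 1 h RT. Kinase-Glo luminescence readout, normalized to no-enzyme (full inhibition) and uninhibited wells.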
# * = called active by the depositor; ? = inconclusive; nt = no result given; [ ] = remark or other dose. Unless noted, calls come from the whole dose curve; as a rule, active = well fitted curve in the direction sought with a large enough effect; inconclusive = small, poorly fitted or top-dose-only effect, or another doubt; inactive = no such curve, though single readings can be large; an effect the other way counts as inactive or inconclusive. Compounds as they come (roughly 21% active in at least one column).
SMILES,AMA1-RON2 inh,Pf growth 48h,Tb PYK inh,Shiga inhibitor,Pf growth 96h,Cycloheximide cs,LmPK inh
COc1ccc(-c2cc(C(=O)Nc3cc(C)ccc3O)no2)cc1,-2%,-17%,2%,22,3.3µM*,14*,0%
O=C(Nc1cccc(Cl)c1)Nc1sccc1-c1nc2ccccc2s1,6%,?,0%,58,?,17,5%
COC(=O)c1scc(C)c1NC(=O)CSc1ccc(Cl)cc1,-11%,4%,2%,13,0%,-1,0%
O=C(NCc1ccc(F)cc1)c1noc2c1CCCCC2,4%,31%[activator],-15%,32,?,21*,5%
Cc1csc(SCC(=O)N(C)c2c(N)n(Cc3ccccc3)c(=O)[nH]c2=O)n1,14%,0%,-3%,-10,-3%,8,1%
Cc1ccc(C(=O)O/N=C(\c2ccccc2)c2ccncc2)cc1,0%,6%,2%,-12,?,-9,-8%
O=C(CN1CCOCC1)Nc1nc2ccc(Br)cc2s1,-5%,44%[activator],nt,77,nt,27,2%
Cc1nn(C)c(C)c1NC(=O)/C(C#N)=C\N(C)C,5%,34%[activator],0%,30,9%,1,-1%
CCOc1ccc(CCNC(=O)COC(=O)C2CCN(S(=O)(=O)c3ccc(C)c(C)c3)CC2)cc1OCC,-1%,?,2%,-3,-24%,-2,-12%
O=C(CSc1nnnn1-c1cccc2ccccc12)Nc1ccc(N2CCOCC2)c(Cl)c1,-8%,-12%,4%,-21,nt,-1,-7%
C=CCN(c1ccc(C(=O)Nc2ccc3c(c2)OCO3)cc1)S(C)(=O)=O,5%,?,-9%,32,-30%,13*,3%
CC(Oc1cc2oc(=O)c3c(c2cc1Cl)CCCC3)C(=O)NCC1CCC(C(=O)O)CC1 (centres undefined),-10%,7%,-5%,-5,-10%,-1,-2%
COc1ccc(CC(=O)N2N=C(C)CC2(O)c2cccnc2)cc1 (centres undefined),24%,42%[activator],0%,22,nt,3,5%
C=CCn1c(SCC(=O)NCC2CCCO2)nc2c([nH]c3ccccc32)c1=O (centres undefined),-12%,7%,3%,21,1%,1,-5%
C=CCN(c1cccc(C(F)(F)F)c1)S(=O)(=O)c1cccc(C(=O)OCC(=O)NC)c1,10%,?,-2%,-1,12µM*,-4,2%
CC(=O)[C@@H]1[C@@H]2C(=O)N(c3ccccc3F)C(=O)[C@@H]2[C@H]2c3ccccc3C=NN12,-9%,44%[activator],-4%,-8,59%[activator],-3,-2%
COCCN(C(=O)CNC(=O)c1ccco1)C(C(=O)NC1CCCC1)c1cccc(OC)c1 (centres undefined),4%,10%,2%,-7,20%,6,0%
Cc1ccc(CN(C)C(=O)COC(=O)CSc2ccc([N+](=O)[O-])cc2)cc1,-23%,4%,-19%,nt,26%,nt,nt
O=C(/C=C/c1cccc(Br)c1)NCC1CCCCC1,25%,24%,-15%,16,?,6,-1%
CCCCC[C@H]1CN(Cc2ccc(OC)cc2)C(=O)[C@@H]1CC(=O)NCc1ccccc1,2%,?,5%,-11,?,1,-6%

# Some of the entries so far, tab-delimited:
structure	AMA1-RON2 inh	Pf growth 48h	Tb PYK inh	Shiga inhibitor	Pf growth 96h	Cycloheximide cs	LmPK inh
COCCN(C(=O)CNC(=O)c1ccco1)C(C(=O)NC1CCCC1)c1cccc(OC)c1 (centres undefined)	4%	10%	2%	-7	20%	6	0%
Cc1ccc(CN(C)C(=O)COC(=O)CSc2ccc([N+](=O)[O-])cc2)cc1	-23%	4%	-19%	nt	26%	nt	nt

# (further entries)
SMILES,AMA1-RON2 inh,Pf growth 48h,Tb PYK inh,Shiga inhibitor,Pf growth 96h,Cycloheximide cs,LmPK inh
COc1ccc(C(=O)NCC2CCCN2S(=O)(=O)c2cccs2)cc1 (centres undefined),-5%,-21%,-12%,nt,-13%,nt,nt
COc1cccc(NC(=O)CN(C)CC(=O)Nc2ccc(C)c([N+](=O)[O-])c2)c1,59%[activator],-2%,3%,-3,0%,-3,0%
CN(C)C(CNC(=O)CSc1nc2ccccc2c(=O)n1Cc1ccco1)c1ccccc1 (centres undefined),0%,?,-8%,nt,?,nt,nt
CC(C)[C@@H](N)C(=O)N/N=C/c1ccc2ncccc2c1,96%[activator],0%,0%,43,?,13,-2%
COc1cc(N(C(=O)Cc2cccs2)C(C(=O)NC2CCCCC2)c2ccc(C)cc2)ccc1-n1cnnn1 (centres undefined),14%,-20%,1%,-12,95%[activator],1,4%
OC1CCN(c2c3c(nc4cc(-c5ccc(Cl)cc5)nn24)CCC3)CC1,9%,-20%,3%,13,49%[activator],1,-3%
O=C(Cc1c(F)cccc1Cl)Nc1ccccc1N1CCCCC1,37%[activator],0%,0%,16,13µM*,-1,-2%
CCn1c(=O)c(C(=O)Nc2ccccc2S(N)(=O)=O)c(O)c2ccccc21,-1%,49%[activator],1%,45,-22%,12*,1%
O=C(CSc1nnc(NC(=O)c2ccccc2)s1)NC1CCCC1,-2%,84%[activator],0%,43,42%[activator],17*,-17%
Cc1nnc(SCc2nnc(-c3ccc(Cl)cc3)o2)n1-c1ccccc1,0%,?,0%,34,nt,11,2%
CCOC(=O)c1c(C)[nH]c(C(=O)OCC(=O)NCc2ccc(OC)c(OC)c2)c1C,27%[11.6 µM],?,0%,nt,?,nt,nt
COc1ccccc1NS(=O)(=O)c1cccc(C(=O)N/N=C2\CC(=O)CC(C)(C)C2)c1,54%[activator],13µM*,-5%,-14,?,-1,2%
CC(=O)O[C@H]1C[C@@H]2CC[C@@H]3[C@H](CC[C@@]4(C)[C@H]3C[C@H]([N+]3(C)CCCCC3)[C@@H]4OC(C)=O)[C@@]2(C)C[C@@H]1N1CCCCC1,nt,?,-4%,nt,-9%,nt,nt
CCc1ccccc1NC(=O)Cn1nc(C(F)(F)F)cc1C1CC1,5%,31%[activator],1%,11,88%[activator],-3,-3%
CCNc1ncnc2c1cnn2C,-5%,-2%,-21%,-5,?,-1,-1%
O=C(CCCCCN1C(=O)[C@@H]2Cc3ccccc3CN2C1=O)Nc1cccc(F)c1,3%,?,2%,41,?,4,9%
CC(SCC(=O)O)c1nc2ccccc2[nH]1 (centres undefined),-9%,19%,1%,15,0%,-1,-2%
Cc1ccc(/C=C2/C(=O)N=C(N)N2C)s1,18%,5%,-21%,10,-6%,1,-2%
CCN(CC)S(=O)(=O)c1ccc(C(=O)Nc2cccc(C)c2)cc1,5%,?,2%,68,nt,15,5%
O=C(COc1ccccc1)Nc1cc(C(F)(F)F)ccc1N1CCCC1,10%,?,7%,-19,-6%,-6,0%
CCSc1nc2c(c(=O)n1-c1ccc(F)cc1)SCC2,0%,?,2%,12,2.9µM*,1,6%
COc1ccc(CCNC(=O)CCc2cc(OC)c(OC)c(OC)c2)cc1OC,-14%,nt,-2%,-4,?,-3,1%
Cc1nonc1OCCn1nnnc1N,9%,35%[activator],8%,1,?,1,-3%
Cc1c(N(C)S(=O)(=O)c2cc(C(=O)Nc3ccccn3)ccc2Cl)c(=O)n(-c2ccccc2)n1C,-17%,?,0%,nt,?,nt,nt
COc1ccc(NC(=O)CCS(=O)(=O)c2ccc3nc(C)sc3c2)cc1OC,31%[activator],9%,1%,-1,13%,-5,0%
COc1ccc(NC(=O)C(c2ccccc2)N(C)C(=O)c2cnccn2)cc1 (centres undefined),-4%,8%,1%,-2,36%[activator],-4,-9%
NC(=O)CC(NC(=O)Cc1cccc2ccccc12)c1ccc(NCc2cc(F)ccc2F)c([N+](=O)[O-])c1 (centres undefined),2%,?,8%,-2,?,-2,8%
CCN1CCN(c2nc3c(C)cccn3c(=O)c2/C=C(\C#N)S(=O)(=O)c2ccccc2)CC1,?,-1%,-7%,-7,?,-1,0%
c1ccc2[nH]c(CSc3nnc(-c4ccncc4)o3)nc2c1,-4%,-28%,0%,-8,?,8,-2%
O=C(O)c1cccc(NC(=O)C23CC4CC(C2)CC(n2cnc(Cl)n2)(C4)C3)c1,12%,nt,0%,-9,?,-5,5%
COc1ccc(CCC(=O)OCC(=O)Nc2c(C)nn(-c3ccccc3)c2C)cc1,-20%,18%,2%,nt,2%,nt,nt
CC(C)CNS(=O)(=O)c1ccc(NC(=O)Cn2nc(-c3ccc(F)cc3)ccc2=O)cc1,-16%,-20%,6%,-11,?,-4,1%
O=C(Cn1c2ccccc2c2nc3n(c(=O)c21)CCCS3)Nc1ccccc1,-4%,?,-5%,6,?,6,3%
C/C(CC(=O)Nc1ccc2c(c1)OCCO2)=N\NC(=O)c1ccc([N+](=O)[O-])cc1Cl,102%[activator],-11%,-17%,4,-2%,14,-4%
Cc1cccc(C(=O)NNC(=O)c2cccc([N+](=O)[O-])c2)c1,42%[activator],?,-7%,3,10%,1,3%
Cc1ccc(-c2ccc(=O)n(CC(=O)NCCN(CC(C)C)CC(C)C)n2)cc1,-3%,-19%,-4%,-1,-15%,1,-6%
CN(C)c1ccc(/C=N/NC(N)=S)cc1[N+](=O)[O-],35%[activator],26%,1%,46,4%,20,-1%
N=c1n(CCN2CCCC2)c2ccccc2n1CC(O)c1ccco1 (centres undefined),-2%,?,-7%,22,15%,0,0%
CCn1c(SCC(=O)NCc2ccc3c(c2)OCO3)nnc1-c1ccco1,12%,21%,0%,-11,1%,-5,-6%
COc1ccc(-n2c(C)cc(C(=O)CN3C(=O)C(=O)N(Cc4ccccc4)C3=O)c2C)cc1,-4%,?,0%,10,-14%,4,2%

# Structures above that contain a CF3 group:
SMILES,AMA1-RON2 inh,Pf growth 48h,Tb PYK inh,Shiga inhibitor,Pf growth 96h,Cycloheximide cs,LmPK inh
C=CCN(c1cccc(C(F)(F)F)c1)S(=O)(=O)c1cccc(C(=O)OCC(=O)NC)c1,10%,?,-2%,-1,12µM*,-4,2%
CCc1ccccc1NC(=O)Cn1nc(C(F)(F)F)cc1C1CC1,5%,31%[activator],1%,11,88%[activator],-3,-3%
O=C(COc1ccccc1)Nc1cc(C(F)(F)F)ccc1N1CCCC1,10%,?,7%,-19,-6%,-6,0%

# Carrying on:
SMILES,AMA1-RON2 inh,Pf growth 48h,Tb PYK inh,Shiga inhibitor,Pf growth 96h,Cycloheximide cs,LmPK inh
N#Cc1cnn2c(C(F)(F)F)c3c(nc12)CCCC3,11%,0%,-10%,-4,17%,-2,4%
O=S(=O)(c1ccc(Cl)cc1)N1CCCC1c1cccnc1 (centres undefined),11%,?,10%,5,?,-3,5%
COC(=O)C1=C(C)N(c2ccc(C)cc2)/C(=C/c2cccs2)C1=O,-19%,?,5%,-10,?,-4,6%
C=CCOC(=O)C1=C[C@H](c2coc3ccccc3c2=O)[C@@H](CCCO)[C@H](OCC)O1,-8%,-35%,-8%,-23,-17%,-2,-3%
Cc1cc(C)nc(/N=C(\N)Nc2ccc([N+](=O)[O-])cc2)n1,3%,4%,-1%,14,10%,-3,1%
O=C(CCN1C(=O)[C@@H]2Cc3ccccc3CN2C1=O)NCc1ccccc1Cl,-14%,-28%,-4%,9,?,2,0%
CC(=O)Nc1ccc(S(=O)(=O)NCCC(=O)Nc2ccc(C)cn2)cc1,-11%,3%,2%,-22,-17%,1,-10%
CC(=O)OC(C(=O)NC1CCCCC1)c1ccc(C#N)cc1 (centres undefined),-6%,17%,1%,2,?,2,-3%
